DRD3 agonist = qHTS of D3 Dopamine Receptor Agonist: qHTS; D(3) dopamine receptor (Homo sapiens), P35462; D3R DiscoveRx beta-arrestin cells, luminescence, 90 min; max activation, %; actives 0.58% (n = 410,000); in the data active = max activation above about 30%; also: 0% is about no effect; mostly tested at two doses, the higher about 12 µM
Target sequence (P35462 whole entry, looked up): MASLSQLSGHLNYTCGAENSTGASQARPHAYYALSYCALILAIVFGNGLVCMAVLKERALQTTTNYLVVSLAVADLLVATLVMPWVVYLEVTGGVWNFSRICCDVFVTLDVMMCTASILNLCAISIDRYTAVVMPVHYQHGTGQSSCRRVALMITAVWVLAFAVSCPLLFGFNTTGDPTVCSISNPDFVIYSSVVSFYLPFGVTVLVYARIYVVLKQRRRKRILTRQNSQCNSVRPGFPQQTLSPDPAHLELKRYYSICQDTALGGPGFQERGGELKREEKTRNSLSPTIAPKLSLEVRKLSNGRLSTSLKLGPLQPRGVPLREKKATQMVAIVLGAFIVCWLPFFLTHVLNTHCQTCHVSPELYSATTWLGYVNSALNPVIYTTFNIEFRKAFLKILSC
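Cells at 1500/well, incubated overnight, then treated with pinned compounds (dopamine as control) for 90 min at 37 degrees C. DiscoveRx reagent added for 30 - 60 minutes at room temperature; luminescence read.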
IL1B secr inh = qHTS for Inhibitors of Inflammasome Signaling: IL-1-beta AlphaLISA Primary Screen. THP-1 LPS/ATP IL-1B secretion, AlphaLISA, 16 h; stronger effect = lower value. activity change, % at 57.5 µM. actives 4.7% (n = 360,000). AID 743279, 2014; in the data active = activity change below about -50%; inconclusive = mostly about -30% to -49%; also: % is scaled to controls: 0 for no effect and ±100 for the full control effect
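THP-1 cells pretreated 1 hr with compounds (up to 57.5 uM final), then stimulated with LPS (250 ng/mL final) plus ATP (1.25 mM final); secreted IL-1B measured by AlphaLISA after 16 hr, decreased signal indicating inhibition.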
MCF10A rerep = A quantitative high throughput screen for small molecules that induce DNA re-replication in MCF 10a normal breast cells. MCF 10A DNA re-replication, Hoechst nuclear intensity, 48 h. Potency, µM (highest dose often 46.1 µM), without a hit: at the highest dose activity, positive = re-replication, actives largely listed as activators. actives 2.9% (n = 350,000); also: potency is read from the fitted curve at half-maximal effect; % of control where 0% means no effect; nearly all actives have a fitted effect of over 50% in size
SW480 rerep = A quantitative high throughput screen for small molecules that induce DNA re-replication in SW480 colon adenocarcinoma cells; actives 1.8% (n = 340,000); Potency, µM (top dose mostly 46.1 µM), without a hit: at the highest dose re-replication activation, most hits filed as activators; SW480 DNA re-replication, Hoechst DNA content imaging, 48 h; also: potency is read from the fitted curve at half-maximal effect; % of control where 0% means no effect; nearly all actives have a fitted effect of over 55% in size
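Per well, 250 cells were exposed to pinned compound for 48 hr. Nuclear DNA was visualised with Hoechst (40 min, 37 C) and total object intensity recorded by fluorescence scanning.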
HT1080 IDH1KD tx = qHTS for induction of synthetic lethality in tumor cells producing 2HG: qHTS for the HT-1080-IDH1KD cell line; HT-1080 IDH1 knockdown viability, ATP luminescence, 48 h; Potency, µM (doses to about 46.1 µM), without a hit: at the top dose activity, negative = toxicity, most hits filed as cytotoxic; AID 686971, 2013; actives 2% (n = 360,000);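 also: potency is read from the fitted curve at half-maximal effect; 0% = DMSO wells and -100% = cell-free medium wells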
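After a 2 h attachment period, IDH1KD HT-1080 cells took pin-transferred compound for 48 h at 37 °C; ATP-based luminescence after 10 min room-temperature reagent incubation reported viability.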
KB-3-1 cytotox = qHTS assay for MDR1-selective chemotherapeutics: Primary screen using the parental adenocarcinoma cell KB-3-1; KB-3-1 viability, CellTiter-Glo ATP luminescence, 72 h; Potency, µM (titrated, usually from 46.1 µM), inactives show at the top dose activity change, negative = cytotoxic, hits mostly cytotoxic; actives 1.4% (n = 400,000); also: potency is read from the fitted curve at half-maximal effect; % is scaled to controls: 0 for no effect and ±100 for the full control effect; nearly all actives have a fitted effect of over 60% in size
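Using CellTiter-Glo luminescence, growth of non-resistant KB-3-1 adenocarcinoma cells is assessed 72 h after pin-tool compound addition at 37 °C. Normalized responses across the concentration series yield fitted curves.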
KB-V1 cytotox = qHTS assay for MDR1-selective chemotherapeutics: Primary screen using the drug-selected MDR subline cells KB-V1. KB-V1 MDR cells viability, CellTiter-Glo, 72 h. Potency, µM (titrated, usually from 46.1 µM), inactives show top-dose activity change, negative = cytotoxicity, usual class: cytotoxic. actives 3.4% (n = 400,000); also: potency is read from the fitted curve at half-maximal effect; % is scaled to controls: 0 for no effect and ±100 for the full control effect; nearly all actives have a fitted effect of over 60% in size
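Luminescent ATP read-out (CellTiter-Glo, 10 min) measures survival of drug-selected KB-V1 MDR cells after 72 h, 37 degrees C compound exposure. Medium: phenol-red-free DMEM, 10% FBS. Values from fitted concentration-response curves.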
HT1080NT lethal = qHTS for induction of synthetic lethality in tumor cells producing 2HG: qHTS for the HT-1080-NT fibrosarcoma cell line. actives 1.6% (n = 360,000). HT-1080-NT fibrosarcoma viability, CellTiter-Glo ATP luminescence, 48 h. Potency, µM (highest dose often 46.1 µM), inactives show top-dose activity, negative = less viability, most hits filed as cytotoxic. AID 686970, 2013;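 also: NT is the 2HG producing partner of a matched IDH1 knockdown line; potency is read from the fitted curve at half-maximal effect; 0% = DMSO-treated cells and -100% = media-only wells without cells; nearly all actives have a fitted effect of over 55% in size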
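Toxicity toward the 2HG-producing NT line was scored as %Activity, normalised to DMSO and no-cell wells, from CellTiter-Glo luminescence after 48 hours' treatment.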
GLP1R cytotox = qHTS of GLP-1 Receptor Inverse Agonists: Cytotox Screen; HEK293 cAMP-luciferase reporter cells, luminescence, 24 h; Potency, µM (top dose mostly 38.3 µM), inactives show at the top dose activity change, negative = inhibition, hits mostly inhibitors; actives 0.13% (n = 410,000); AID 624418, 2012;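 also: loss of luciferase light is scored as toxicity; potency is read from the fitted curve at half-maximal effect; % is scaled to controls: 0 for no effect and ±100 for the full control effect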
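Step one: seed cells (200 cells/uL, DMEM with 10% Nu serum, 1% pen-strep). Step two: 12-hour incubation at 37 deg C. Step three: pin 23 nL compound, incubate 24 hr. Step four: add luciferase reagent, read luminescence 12 min later.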
* hit, by the source's call; u = inconclusive; x = not tested or not shown; [ ] = remark or other dose. Unless noted, calls follow the shape of the dose curve; as a rule, active = well fitted curve in the direction sought with a large enough effect; inconclusive = small, poorly fitted or top-dose-only effect, or another doubt; inactive = no such curve, though single readings can be large; an effect the other way counts as inactive or inconclusive.

SMILES	DRD3 agonist	IL1B secr inh	MCF10A rerep	SW480 rerep	HT1080 IDH1KD tx	KB-3-1 cytotox	KB-V1 cytotox	HT1080NT lethal	GLP1R cytotox
CCOCCCn1c(SCC(=O)Nc2ccc(OC)cc2)nc2ccccc2c1=O	-10	-14	-2%	-13%	-2%	-15%	0%	-7%	-6%
COc1ccccc1NC(=O)CSc1nn2c(=O)c(C)nnc2s1	-9	-4	u	-4%	-1%	-2%	6%	2%	u
CCOc1cc(C(=O)NC(C)Cc2cccs2)cc(OCC)c1OCC (stereo not drawn)	1	-12	8%	-12%	6%	9%	15%	2%	-14%
CC(=O)N1CCc2ccccc2C1CC(=O)O (stereo not drawn)	0	9	0%	-8%	18%	4%	14%	10%	-4%
O=S(=O)(NCc1ccc(Cl)cc1)c1ccc(Cl)nc1	2	-19	-1%	-2%	1%	15%	1%	0%	-8%
CC(C)c1ccc(NC(=O)C2CCCN(S(=O)(=O)c3cccc4nsnc34)C2)cc1 (stereo not drawn)	2	x	x	x	x	-1%	0%	x	0%
Cc1ccc(C(=O)N2CCN(S(=O)(=O)c3ccccc3)CC2)cc1	4	3	-2%	-2%	-21%	-2%	u	6%	8%
CCOC(=O)c1cc2c(ccn2C)n1CC(=O)N1CCC(C)CC1	-5	u	3%	8%	-1%	23µM*	-14%	-6%	3%
COc1ccc(-c2cc(C(=O)NCC3CCCO3)c3cc(C)ccc3n2)cc1 (stereo not drawn)	-7	-7	17%	8%	-3%	u	-10%	-7%	18%
c1ccc(CSc2n[nH]c(-c3ccco3)n2)cc1	-2	-6	2%	-2%	10%	18%	10%	23%	3%
Cc1cccc(N2C(=O)C3C4CC(C(Br)C4Br)C3C2=O)n1 (stereo not drawn)	-5	0	-1%	-1%	8%	3%	2%	16%	5%
CCOc1ccc(C(=O)Nc2c(C(N)=O)oc3ccccc23)cc1	1	-22	15%	10%	u	-1%	24%	u	4%
O=C(Cn1ncc(N2CCOCC2)c(Br)c1=O)c1ccc(Cl)cc1	9	0	19%	4%	1%	13%	0%	-5%	-5%
Cc1ccc(S(=O)(=O)N2CC3(O)CN(C(=O)OC(C)C)N(C(=O)OC(C)C)CC3(OC(=O)NC3CCCC3)C2)cc1 (stereo not drawn)	5	-15	x	x	7%	u	5%	2%	u
CCc1nnc(NC(=O)c2ccc(S(=O)(=O)N3CCCC(C)C3)cc2)o1 (stereo not drawn)	-8	37	2%	u	u	u	u	u	0%
COC(=O)C1=C(N)Oc2cc(C)[nH]c(=O)c2C1c1ccncc1 (stereo not drawn)	1	-4	0%	-8%	6%	5%	0%	10%	-22%
Cc1ccc(NC(=O)CSc2nc(N)c3cc4c(nc3n2)CCCC4)cc1	-2	17	u	14%	u	0%	u	u	-28%
Cc1ccc2c(CSc3nnc(N)s3)cc(=O)oc2c1	4	-11	-3%	-4%	0%	11%	3%	-1%	-4%
CSc1nc2ccc(NC(=O)c3ccc(=O)n(C)n3)cc2s1	3	47	1%	-6%	-18%	0%	-26%	-1%	-7%
c1ccc(CC2CCN(c3ncnc4sccc34)CC2)cc1	6	-51*	20%	u	u	0%	-38%	12µM*	-2%

Part of the list above, with each value named.
> Cc1ccc(NC(=O)CSc2nc(N)c3cc4c(nc3n2)CCCC4)cc1
  DRD3 agonist: -2; IL1B secr inh: 17; MCF10A rerep: u; SW480 rerep: 14%; HT1080 IDH1KD tx: u; KB-3-1 cytotox: 0%; KB-V1 cytotox: u; HT1080NT lethal: u; GLP1R cytotox: -28%
> O=C(Cn1ncc(N2CCOCC2)c(Br)c1=O)c1ccc(Cl)cc1
  DRD3 agonist: 9; IL1B secr inh: 0; MCF10A rerep: 19%; SW480 rerep: 4%; HT1080 IDH1KD tx: 1%; KB-3-1 cytotox: 13%; KB-V1 cytotox: 0%; HT1080NT lethal: -5%; GLP1R cytotox: -5%
> c1ccc(CSc2n[nH]c(-c3ccco3)n2)cc1
  DRD3 agonist: -2; IL1B secr inh: -6; MCF10A rerep: 2%; SW480 rerep: -2%; HT1080 IDH1KD tx: 10%; KB-3-1 cytotox: 18%; KB-V1 cytotox: 10%; HT1080NT lethal: 23%; GLP1R cytotox: 3%

Other structures follow.
SMILES	DRD3 agonist	IL1B secr inh	MCF10A rerep	SW480 rerep	HT1080 IDH1KD tx	KB-3-1 cytotox	KB-V1 cytotox	HT1080NT lethal	GLP1R cytotox
Cc1nnc(N/N=C/c2c(Cl)cccc2Cl)n1N	-8	-105*	u	u	-5%	-1%	1%	0%	3%
COCc1cccc(-c2csc(C(NC(C)=O)c3ccccc3)n2)c1 (stereo not drawn)	7	5	x	x	13%	-1%	-14%	10%	1%
O=C(Cc1cccs1)N1CCN(c2cccc(Cl)c2)CC1	-4	-6	3%	-9%	7%	-7%	-1%	14%	9%
COC(=O)[C@]1(C)N[C@H](c2ccc(-c3ccc(F)cc3)cc2)[C@@H]2C(=O)N(C)C(=O)[C@@H]21	6	-16	16%	-8%	8%	2%	-3%	2%	10%
CCn1c(COc2ccc(Cl)cc2)nnc1SC1CCc2ccccc2C1=O (stereo not drawn)	-1	17	u	2%	-11%	-8%	u	0%	9%
CCc1ccc(C2c3c(oc4ccc(F)cc4c3=O)C(=O)N2c2nc(C)c(C(=O)OC)s2)cc1 (stereo not drawn)	1	x	x	x	x	4%	6%	x	5%
CCOC(=O)C1=C(c2ccccc2)N=c2s/c(=C\c3ccco3)c(=O)n2C1c1cccs1 (stereo not drawn)	2	-23	0%	2%	4%	6%	4%	8%	-23%
CCOCc1[nH]c(=S)[nH]c(=O)c1Cc1ccc(OC(C)C)cc1	-1	4	8%	-3%	-5%	-2%	4%	-1%	7%
Cc1ccc(CNc2cnn(C34CC5CC(CC(C5)C3)C4)c(=O)c2Cl)cc1	9	-17	u	-2%	11%	-17%	u	13%	-2%
Cc1ccccc1C(=O)N[C@H](C(=O)Nc1ccc(Cl)c(Cl)c1)C(C)C	-8	36	17%	15%	-13%	-3%	-8%	-22%	0%
CSCCC(C(=O)NC1CCCC1)n1c(-c2ccccn2)nc2ccccc21 (stereo not drawn)	-15	-12	x	x	-17%	-6%	u	-7%	0%
COc1ccc(-c2c(C#N)c(N)nc3c2c(=O)n(C)c(=O)n3C)cc1	-9	13	4%	-2%	4%	6%	5%	-4%	-1%
COC(=O)NNC(=S)NCc1ccc(C)cc1	3	17	-5%	-4%	19%	4%	0%	9%	2%
O=C(Cn1c(=O)sc2ccccc21)NCc1ccccn1	3	-29	-5%	-10%	-3%	23%	-17%	-6%	-15%
CCOC(=O)N1CCN(C(=O)CSc2nnc(-c3cccs3)o2)CC1	2	-7	22%	2%	6%	6%	2%	14%	-3%
O=C(COC(=O)c1cnccn1)NCCc1ccc(Cl)cc1Cl	-1	28	-4%	-150%[inhibitor]	0%	0%	3%	13%	-11%
COC(=O)CN1C(=O)N/C(=C/c2cc3c(cc2OC)OCO3)C1=O	1	0	-3%	0%	12%	1%	0%	20%	-1%
COc1ccc(CN2CCC2(C)C(=O)NCCNC(C)=O)c2ccccc12 (stereo not drawn)	0	18	x	x	8%	1%	-15%	12%	0%
COc1ccc(C(=O)CNc2ccccc2CO)cc1	-13	21	u	u	-11%	5%	0%	-4%	3%
CN(Cc1ccccc1)C(=C(Cl)Cl)/C(=C1/NCCN1C)[N+](=O)[O-]	-4	11	9%	-18%	3%	25%	0%	22%	24%
Cc1cc2nc(-c3cccc(Cl)c3)c(CC(C)(C)C)n2c(C)c1Br	3	5	x	x	-29%	-5%	0%	u	4%
CC1(C)Cc2c(C#N)c(NCCN3CCOCC3)nc(-c3ccco3)c2CO1	2	-7	23µM*	17%	2%	2%	0%	-2%	2%
O=C(c1ccc(CS(=O)c2ccc(F)cc2)o1)N1CCN(C2CCCCC2)CC1 (stereo not drawn)	-3	44	4%	6%	11%	8%	-7%	10%	-5%
Cc1ccc(N(C(=O)c2snc(C(N)=O)c2N)C(CC(C)C)C(=O)NC2CCCC2)cc1 (stereo not drawn)	10	3	u	u	6%	-1%	-7%	u	-1%
O=C1CCC(OCc2ccccc2)CCN1CC[C@@H](Sc1ccccc1)c1ccccc1 (stereo partly drawn)	5	11	x	x	u	5%	u	u	0%
Nc1nncn1C(=O)CCCOc1ccc(Cl)cc1Cl	1	35	0%	-8%	2%	2%	u	-4%	-1%
COc1cc(NC(=O)[C@H]2O[C@@H](n3cnc4c(N)ncnc43)[C@H](O)[C@@H]2O)cc(OC)c1OC	14	-25	x	x	16%	0%	0%	12%	-5%
COCc1c(C(=O)OCC(=O)N(C)C2CCS(=O)(=O)C2)oc2ccccc12 (stereo not drawn)	-1	-9	0%	-8%	0%	-1%	-6%	-3%	1%
COc1cccc(C(=O)NNC(=O)C2CCCO2)c1 (stereo not drawn)	11	-2	-1%	u	-3%	2%	u	10%	-2%
O=C(Nc1nnc(C2CC2)s1)c1cc(Cl)sc1Cl	-4	-8	9%	-4%	-6%	10%	14%	1%	2%
COc1ccc(S(=O)(=O)N2CCN(C(=O)c3ccc(NC(C)=O)cc3)CC2)cc1	-18	-22	-8%	u	15%	-4%	1%	16%	0%
Cc1ccc(C(=O)OC2OC(=O)C(Cl)=C2N2CCOCC2)cc1 (stereo not drawn)	-9	5	-5%	0%	0%	0%	1%	2%	-6%
CCCN1C(=O)/C(=C\C=C2/Sc3ccccc3N2CCO)SC1=S	0	0	2%	-4%	7%	-17%	-25%	15%	-1%

From PubChem
